Screens deposited in PubChem by The Scripps Research Institute Molecular Screening Center.
Pf gametocyte – P. falciparum stage V gametocyte viability inhibition; P. falciparum stage V gametocytes, ATP luminescence, 24 h; inhibition, % at 10.9 µM; hit rate 0.065% among 150,000; AID 743093;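 active means inhibition above the mean plus 3 SD of compounds within the control limits, set per campaign, cut at about 38% in these data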;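 further: 0% = DMSO wells and 100% = medium only without gametocytes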
* marks the source's active call; other numbers are inactive results.

smiles	Pf gametocyte
CCSc1ncc(Cl)c(C(=O)Nc2ccccc2F)n1	17.3
COc1cc(C2Nc3ccccc3NC3=C2C(=O)CC(C)(C)C3)cc(OC)c1OC (configuration not stated)	-6.4
COc1cccc(C(=O)O[C@@H]2[C@H](Cc3ccccc3)NS(=O)(=O)[C@H]3C[C@@H]4C=C[C@]23O4)c1	-44.8
O=S(=O)([O-])C(c1ccccc1)[n+]1ccccc1 (configuration not stated)	26.1
CCOc1cc(Cl)c(CNCCCN2CCOCC2)cc1OC	13.6
CCc1c(C#N)c(=O)[nH]c(=O)n1-c1ccccc1	13.0
O=C(c1ccc(F)cc1)C1CCN(Cc2ccc(F)cc2)CC1	6.9
Cc1ccc(NC(=O)C[n+]2ccccc2)cc1C	1.0
CN1C(=O)c2oc3ccccc3c(=O)c2C1c1cccnc1 (configuration not stated)	2.0
CCOC(=O)/C=C1\CN(CCC(C)C)S(=O)(=O)c2ccccc21	-6.0
CCN(CC)C(=O)c1[nH]cnc1C(=O)Nc1ccccc1	15.8
Cc1[nH]oc(=O)c1N=Nc1ccc2[nH]c(=O)[nH]c2c1	-4.4
Clc1cc(-c2ccccc2)nc(-c2ccccc2)n1	11.8
CCOC(=O)c1cc2c(=O)n3ccccc3nc2n(Cc2ccc(Cl)cc2)c1=N	-1.1
CN(c1ccccc1)S(=O)(=O)c1ccc(NC(=O)c2ccccc2C(=O)O)cc1	-17.3
COCC(COS(N)(=O)=O)Cc1ccccc1 (configuration not stated)	0.0
N#CC(Cc1ccccc1)(Cc1ccccc1)C(=O)NN	-22.1
O=C(O)c1cccc2c1C(=O)c1ccc(Cl)cc1S2(=O)=O	15.1
C[C@H]1CCC(=O)N([C@H](CC#N)Cc2ccccc2)CC1	-8.2
CCCN1CCC(NC(=O)Cc2ccccc2C)CC1	-8.6
CC(CN1CCCC1)OC(=O)c1cccc(F)c1 (configuration not stated)	-9.7
Cn1c(SCc2ccccc2C#N)nnc1-c1ccncc1	7.5
CC(C)(C)OC(=O)C[C@@H]1C/C=C\C[C@H](CC(=O)N[C@H](CO)Cc2ccccc2)C(=O)N2CCC[C@H]2COC1=O	1.0
Cn1c2ccc(F)cc2c2nc3ccccc3nc21	0.0
CC(=O)Nc1cc[n+](C(C)C(=O)c2ccccc2)cc1 (configuration not stated)	-8.7
O=S1(=O)CCOC[C@H](Cc2ccccc2)N1Cc1ccccc1	-4.2
CCC1NC(=O)c2ccccc2N1c1cccc(Cl)c1 (configuration not stated)	2.8
O=c1c2ccccc2ncn1-c1cccc([N+](=O)[O-])c1	-12.5
O=C1CCCN1CC(O)CS(=O)(=O)Cc1ccc(Cl)cc1 (configuration not stated)	6.0
N#CCC(=O)N1CCN(Cc2ccc3c(c2)OCO3)CC1	-21.0
CCCCOc1c(Br)cc(CNCCCN2CCOCC2)cc1OC	-14.9
O=C(O)c1ccc(Nc2nc(-c3cccnc3)cs2)cc1O	-9.9
O=C(Nc1nccs1)c1ccc(Br)cc1	5.8
CCOc1ccc(C(=O)Nc2ccc(CN3CCOCC3)cc2)cc1Cl	-6.7
Cn1c(=O)[nH]c(=O)c2c1nc(NC1CCCC1)n2Cc1ccccc1	-5.9
COC(=O)[C@]1(CC(C)C)N[C@H](c2ccc(-c3ccc4c(c3)OCO4)cc2)[C@@H]2C(=O)N(C)C(=O)[C@@H]21	-23.3
Nc1ccc2c(c1)C(=O)N(c1cccc3ccccc13)C2=O	-5.4
COc1ccc(CN2CC[C@H]3C=CCc4cccc(c43)C2)cc1	16.0
COc1cc(-c2ccccc2)[nH]c(=S)n1	-21.3
Cc1ccc(Cl)cc1Nc1nc(-c2cccnc2)cs1	-14.5
O=C(CNS(=O)(=O)c1ccccc1)N1CCc2ccccc2C1	2.0
COc1cc(Cl)c(S(=O)(=O)NCCCn2ccnc2)cc1Cl	-8.4
C[C@@]12C(=O)Nc3ccc(F)cc3C(=O)N1[C@H]1c3cc(Cl)ccc3OC[C@@H]1[C@@H]2c1ccccc1	6.4
CNC(=S)N(Cc1cc2cc(C)ccc2n2nnnc12)CC(C)(C)CN(C)C	16.4
COc1cccc(CC(NC(C)=O)C(=O)NC2CCN(c3c4c(nc5ncnn35)CCC4)CC2)c1 (configuration not stated)	-32.9
CC(=O)N1CCN(c2ccc(NCc3ccc(Br)o3)cc2)CC1	22.4
OC[C@H]1O[C@H](OCCc2ccc(O)cc2)[C@H](O)[C@@H](O)[C@@H]1O	-2.6
COc1ccc(NC(=O)c2cc(-c3ccccc3)on2)cc1	3.6
COc1ccc(C(=O)Nc2ccc(N3CCN(C)CC3)cc2)cc1OC	1.3
CC(C)N1CC(C(=O)Nc2ccc(F)c(Cl)c2)CC1=O (configuration not stated)	-4.8
O=C(Nc1ccc(S(=O)(=O)N2CCOCC2)cc1)c1ccc(Cl)c([N+](=O)[O-])c1	1.3
COc1ccc(N2CCN(C(=O)CSc3ncnc4scc(-c5ccc(C)cc5)c34)CC2)cc1	-25.2
Cc1cc(CNC(=O)C2(C(F)(F)F)C/C(=C\CCO)CCCO2)nn1C (configuration not stated)	-8.3
C=CCc1cc(C)ccc1OCCOCCN1CCN(C)CC1	12.2
CCOc1ccc2c(c1)OC1(CCC(C)C1)CC2=O (configuration not stated)	-16.4
COC(=O)C1=C(C(=O)OC)[C@@H]2N(Cc3ccccc3)c3ccccc3[C@@]23C[C@@H](C(=O)OC)N(C(=O)c2cc(C)oc2C)C3=N1	-33.3
CCOC(=O)C1=CN2CCC[C@H]2CC1=O	-19.9
CC(C)(C)OC(=O)NOCC(=O)N(Cc1ccccc1)CC(O)COc1ccccc1 (configuration not stated)	-11.9
CC(=O)Nc1nnc(/C=C/c2cccc([N+](=O)[O-])c2)s1	19.2
NC(=O)c1cc([N+](=O)[O-])c(Cl)cc1NCc1ccncc1	-29.0

Additional compounds.
smiles	Pf gametocyte
Cc1ccc(NC(=O)c2cccc(C(F)(F)F)c2)cc1NC(=O)c1[nH]cnc1C(N)=O	22.3
Cc1oc2c(Cl)c(Cl)c(O)c(CN(C)C)c2c1C(=O)c1ccc(Cl)cc1	4.7
Cc1ccc(Cn2c(=O)c3c(ncn3C)n(C)c2=O)cc1	-9.2
OCCN1CCOCCOc2ccccc2OCCOCC1	11.8
O=C(CC(=O)Nc1ccccc1)Nc1ccccc1	-7.0
O=[N+]([O-])c1ccc(CSc2nnc(-c3cccnc3)o2)cc1	-24.7
Cc1c(Cl)c([N+](=O)[O-])nn1CC(=O)NC(C)c1ccccc1 (configuration not stated)	24.1
CCOC(=O)[C@@H]1[C@H]2COc3ccccc3[C@@H]2N2C(=O)N(c3ccccc3)C(=O)[C@]12C	18.4
CC(C)(C)CC(=O)Nc1ccccc1N1CCN(c2ccc(F)cc2)CC1	15.5
CC(C)[C@H](NC(=O)c1cccc(CN(Cc2ccccc2)C(=O)c2ccccc2)c1)C(=O)O	-15.2
CC(C)(C)c1ccc(O)c(N=Cc2cc3c(cc2[N+](=O)[O-])OCO3)c1	4.0
O=C(NC1CC2CCCC(C1)N2Cc1ccccc1)c1cccc(Cl)c1 (configuration not stated)	-2.0
Cc1noc(C)c1S(=O)(=O)Nc1ccc2c(c1)C(=O)N([C@H](C)CO)C[C@H](C)[C@@H](CN(C)Cc1ccc(C(=O)O)cc1)O2	12.5
O=[N+]([O-])c1ccc(OCCCn2cncn2)cc1	2.2
COC(=O)CN(c1ccccc1)S(=O)(=O)c1ccccc1	24.8
O=C(Nc1ccc(-c2csc(Nc3ccc(Cl)cc3)n2)cc1)c1ccccc1	17.3
CCOC(=O)c1cnc2cc(-c3ccc(Br)cc3)nn2c1C	3.3
CC1CCCCN1C(=O)c1ccc(C(=O)Nc2ccc(F)cc2)cc1 (configuration not stated)	8.7
c1ccc(-c2cc3ncccc3cn2)cc1	-7.8
CSC(C(=O)c1cc2ccccc2o1)c1ccccc1 (configuration not stated)	-51.2
CC1=C(C)CC(C(=O)NCc2ccccc2F)C(C(=O)O)C1 (configuration not stated)	22.1
O=C(NCC1CCCO1)c1ccc(NC(=O)c2ccc(Br)cc2)cc1 (configuration not stated)	-5.2
COc1ccc(-c2nnc(SCc3ccc(C(=O)O)cc3)o2)cc1OC	2.5
COC(=O)c1c(NC2=NS(=O)(=O)c3ccccc32)sc2c1CCC(C(C)(C)C)C2 (configuration not stated)	15.6
COc1ccc(C(=O)NNC(=S)NC(=O)c2ccccc2)cc1	-25.1
CCCC(=O)Oc1ccc(C2NC(=O)c3ccccc3O2)cc1OC (configuration not stated)	-10.7
COc1ccc(CCC(C)NCCc2ccc(Cl)cc2Cl)cc1 (configuration not stated)	-13.0
CN(C(=O)c1cccc(C(=O)N(C)c2ccccc2)c1)c1ccccc1	-4.3
COc1ccccc1NC(=O)CN1CCOCC1	-11.2
CCCn1nnnc1NCc1ccc(C(C)C)cc1	-13.4
CCOc1ccc(C(=O)NC(C)CCc2ccccc2)cc1 (configuration not stated)	-30.1
CC(C)(C)c1csc(NC(=O)c2cccnc2)n1	10.4
Nc1nc(-c2cc(O)ccc2[N+](=O)[O-])cc(-c2ccccc2)c1[N+](=O)[O-]	4.9
COc1ccc(-c2nc3ccccc3o2)cc1OC	0.1
Cc1ccc(N2C(=O)CCC2=O)c(C)c1	-23.0
COC(C/C=C/C(=O)[C@@H](C)OCc1ccccc1)OC	5.8
CCOC(=O)CN1C(=O)N[C@@H](c2cccc(C(F)(F)F)c2)[C@@H](C(=O)OC)[C@H]1C	-16.4
COc1ccccc1C1=CC(=O)C[C@H](c2ccc3c(c2)OCO3)C1	20.4
Cn1cccc1C1C=C(c2ccc(C(C)(C)C)cc2)Nc2ncnn21 (configuration not stated)	-23.9
OCC1(CCc2ccccc2)CCCN(CCCC(F)(F)F)C1 (configuration not stated)	-6.1
C=CCN(c1ccc(Br)cc1C(=O)OC)S(C)(=O)=O	15.2
Cc1cccc(CC(=O)N2CCOCC2)c1	7.6
Cc1cccc(CCN2C(Nc3ccccc3)=NC[C@@H]2C)c1	3.8
CCOc1cc(C(=O)NCCCNC(=O)c2cc(OCC)c(OCC)c(OCC)c2)cc(OCC)c1OCC	-7.5
CC(C)C(=O)Nc1ccc(-c2nc3ncccc3o2)cc1	17.2
CC1(C)S[C@@H]2[C@H](NC(=O)COc3ccccc3)C(=O)N2C1C(=O)OCc1ccccc1 (some centres not stated)	-10.7
Cn1c2ccccc2c(=O)c2cc(C#Cc3ccsc3)ccc21	5.5
c1ccc(COc2cccc(CN3CCCCC3)c2)cc1	-18.5
COc1ccc(/C=C2\SC(=S)N(CCC(=O)Nc3cccc(O)c3)C2=O)cc1	2.3
CS(=O)(=O)c1ccc2nc(NC(=O)C3CC3)sc2c1	-6.4
O=C(COc1ccc(Cl)cc1)NCCN1CCCC1	23.5
CC(C)(CO)CNC(=O)c1ccc2nc(Cc3cccc(Cl)c3)oc2c1	-2.2
C=C(C)c1sc(-c2ccc(Cl)cc2)nc1C	0.8
CC(NCc1ccc2c(c1)OCO2)c1ccccc1 (configuration not stated)	-16.8
Cc1cccc(C(CC(=O)N2CCCCC2)c2ccccc2)c1O (configuration not stated)	-7.7
CCCc1ccc2oc(C(=O)N3CCN(CCC(N)=O)CC3)c(C)c2c1	-0.6
CCCC(=O)NC(c1ccc(Cl)cc1Cl)c1ccc2cccnc2c1O (configuration not stated)	-49.2
O=C(CN1CCN(Cc2cccc(F)c2)CC1)NCc1ccccc1	8.0
CCOc1ccc(/C=N/N2CCN(Cc3ccccc3)CC2)cc1	-26.7
CC(C)(C)[C@@H]1COC(=O)[C@H](Cc2ccc(F)cc2)CC/C=C\C[C@H](CC(=O)N(CCO)Cc2ccccc2)C(=O)N1	18.6

Next section.
smiles	Pf gametocyte
O=C(Cn1ccnc1)c1ccc(O)c(O)c1	-13.4
CSc1ccc(C2NN=C(c3ccccc3)S2)cc1 (configuration not stated)	7.5
Clc1ccccc1-c1ncc(-c2ccccc2)o1	4.9
O=S(=O)(c1ccc(Cl)cc1)c1cc(O)ccc1O	-6.8
Cc1ccc(C(=O)NCC(=O)N2CCN(c3ccccc3)CC2)cc1	0.2
c1cc(-c2cn(C[C@H]3CC[C@@H]([C@@H]4CC[C@H](Cn5cc(-c6ccsc6)nn5)O4)O3)nn2)cs1	4.0
Cc1cc(Cl)cc(C)c1OCCCCCn1ccnc1	-4.8
Cc1cc(C)n2nc(C)c(-c3ccccc3)c2n1	6.7
CC(C)(C)N1CC23CCC(C[C@@H]2C1=O)O3 (some centres not stated)	-16.8
COc1cc2c(cc1OC)CN(C1CCC(C(C)(C)C)CC1)CC2 (configuration not stated)	22.7
Cc1ccc(C(C)C)c(OCCNC(=O)c2ccccc2O)c1	-1.7
Cc1ccc(Cn2c(=O)n(C)c(=O)c3sccc32)cc1	-21.4
Cc1cc(C)c(C#N)c(SCc2ccc(C(=O)O)cc2)n1	1.3
CC(=O)Nc1ccc(C2Nc3cc(C)c(C)cc3NC3=C2C(=O)CC(C)(C)C3)cc1 (configuration not stated)	-14.1

A portion of the library. The share of hits here may be higher or lower than overall.
